KCNH2 3.1 inh: qHTS for Inhibitors of KCHN2 3.1: Mutant qHTS. U2OS KCNH2 3.1, thallium flux FluxOr; hits give low values. AID 720553, 2013. activity change, % (tested at about 1.8 µM). Potassium voltage-gated channel subfamily H member 2, brain isoform KCNH2 3.1 (human). 340,000 compounds, 0.95% hits;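 active = maximum activity change below -70%; inconclusive = maximum activity change from -70% to -50%; inactive = maximum activity change above -50%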;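 note: thallium influx rate constant from kinetic fluorescence after stimulation buffer; % is set by controls: 0 for no effect and ±100 for the full control effect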
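Steps: virus added to U2OS suspension (4 h, RT, dark); medium with 10% FBS added, cells plated, 37 C overnight; FluxOr/Red40 loading buffer 45 min RT; stimulation buffer, 2 min kinetic read; rate constant normalized.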
ELG1 DNA repair: qHTS screen for small molecules that inhibit ELG1-dependent DNA repair in human embryonic kidney (HEK293T) cells expressing luciferase-tagged ELG1; HEK293T ELG1-luciferase reporter, luminescence, 16 h; DNA damage induced by 5-fluorouridine; Potency, µM (top dose mostly 46.1 µM), inactives show at the top dose activity change, negative = inhibition, usual class: inhibitors; 330,000 compounds, 2.3% hits; note: potency is the fitted concentration of half-maximal effect; % is set by controls: 0 for no effect and ±100 for the full control effect; nearly all actives have a fitted effect of over 55% in size
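Luminescence from the luciferase reporter, measured 30 min after ONE-Glo reagent at room temperature, was the read-out. Beforehand, 2,000 cells per well were exposed for 16 hr at 37 °C to 5-fluorouridine together with compound or vehicle.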
Menin MLL FP TR: qHTS Assay for Inhibitors Targeting the Menin-MLL Interaction in MLL Related Leukemias: Competition With Texas Red Labeled MLL-derived Mutant Peptide | O00255 | Potency, µM (highest dose often 61.6 µM), without a hit: at the highest dose FP activity change, negative = inhibition, most hits filed as inhibitors | 270,000 compounds, 0.23% hits | Menin + Texas Red MLL mutant peptide, fluorescence polarization | AID 1768, 2009; active = well fitted inhibition curve with a large enough effect in the polarisation, with a control signal flat, not every such curve was filed as active; inconclusive = small, poorly fitted or top-dose-only effect, or effect the other way, or a change in a side signal; inactive = no such curve, though single readings can be large or run the other way; the % refers to the polarisation; note: potency is the fitted concentration of half-maximal effect; % of control where 0% means no effect; many of its hits are not listed in these tables
VP16 counter: VP16 counterscreen qHTS for inhibitors of ROR gamma transcriptional activity; Potency, µM (doses to about 53.6 µM), for inactives: at the highest dose activity, negative = inhibition, most hits filed as inhibitors; AID 2546, 2010; Drosophila S2 Gal4-VP16 UAS-luciferase, luminescence, 20 h; 310,000 compounds, 3.5% hits;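 note: Gal4-VP16 expression switched on by copper sulfate through the metallothionein promoter; potency is the fitted concentration of half-maximal effect; % is set by controls: 0 for no effect and ±100 for the full control effect; nearly all actives have a fitted effect of over 50% in size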
Rab9 promoter act: qHTS Assay for Rab9 Promoter Activators | Huh7 Rab9 promoter-luciferase reporter, luminescence, 24 h | Potency, µM (series often up to 9.22 µM), without a hit: at the highest dose activation, negative = inhibition, usual class: activators | 320,000 compounds, 2.8% hits | AID 485297, 2010; note: potency is the fitted concentration of half-maximal effect; % of control where 0% means no effect; nearly all actives have a fitted effect of over 60% in size
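Huh7 reporter line, Rab9 promoter upstream of luciferase. Compound exposure 24 h at 37 °C in reduced-serum medium with 10% FBS. Read-out: luminescence.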
PKM2 act: qHTS Assay for Activators of Human Muscle isoform 2 Pyruvate Kinase; Pyruvate kinase PKM (Homo sapiens), P14618; purified PKM2, Kinase-Glo ATP luminescence, activation; response scale: 0% is enzyme alone, no compound; Potency, µM (highest dose often 57.5 µM), inactives show at the top dose activation, most hits filed as activators; 260,000 compounds, 0.34% hits; note: potency is the fitted concentration of half-maximal effect; % is set by controls: 0 for no effect and ±100 for the full control effect; nearly all actives have a fitted effect of over 55% in size
Target sequence (P14618 whole entry, looked up, canonical isoform): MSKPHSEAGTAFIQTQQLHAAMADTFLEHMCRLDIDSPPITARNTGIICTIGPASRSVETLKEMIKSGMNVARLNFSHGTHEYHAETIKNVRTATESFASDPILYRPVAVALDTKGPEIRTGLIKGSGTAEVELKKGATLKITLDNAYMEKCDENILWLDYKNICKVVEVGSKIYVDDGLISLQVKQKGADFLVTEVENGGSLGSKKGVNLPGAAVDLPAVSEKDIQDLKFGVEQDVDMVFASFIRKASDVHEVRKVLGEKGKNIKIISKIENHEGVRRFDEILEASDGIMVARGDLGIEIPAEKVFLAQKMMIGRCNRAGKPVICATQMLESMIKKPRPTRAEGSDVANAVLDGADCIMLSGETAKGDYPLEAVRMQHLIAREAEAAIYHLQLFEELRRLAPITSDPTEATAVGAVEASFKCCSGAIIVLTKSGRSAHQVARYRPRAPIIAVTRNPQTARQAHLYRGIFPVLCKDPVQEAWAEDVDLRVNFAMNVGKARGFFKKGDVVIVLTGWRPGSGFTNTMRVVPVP
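hPK-M2, >95% pure; 0.1 mM ADP / 0.5 mM PEP final; imidazole pH7.2 buffer w/ 7 mM MgCl2, 50 mM KCl; 1 h RT; Kinase-Glo lum. Intermediate enzyme activity for dual inhibitor/activator qHTS.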
FLuc counter: qHTS profiling assay for firefly luciferase inhibitor/activator using purifed enzyme and Km concentrations of substrates (counterscreen for miR-21 project). purified FLuc, Km substrates, luminescence inhibition. 360,000 compounds, 6.9% hits. Potency, µM (titrated, usually from 57.5 µM), for inactives: at the highest dose activity change, negative = inhibition, hits mostly inhibitors. AID 588342, 2011;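 note: potency is the fitted concentration of half-maximal effect; plate controls were vehicle for no effect and reference inhibitor for full effect; nearly all actives have a fitted effect of over 55% in size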
Target sequence (P08659 whole entry, looked up): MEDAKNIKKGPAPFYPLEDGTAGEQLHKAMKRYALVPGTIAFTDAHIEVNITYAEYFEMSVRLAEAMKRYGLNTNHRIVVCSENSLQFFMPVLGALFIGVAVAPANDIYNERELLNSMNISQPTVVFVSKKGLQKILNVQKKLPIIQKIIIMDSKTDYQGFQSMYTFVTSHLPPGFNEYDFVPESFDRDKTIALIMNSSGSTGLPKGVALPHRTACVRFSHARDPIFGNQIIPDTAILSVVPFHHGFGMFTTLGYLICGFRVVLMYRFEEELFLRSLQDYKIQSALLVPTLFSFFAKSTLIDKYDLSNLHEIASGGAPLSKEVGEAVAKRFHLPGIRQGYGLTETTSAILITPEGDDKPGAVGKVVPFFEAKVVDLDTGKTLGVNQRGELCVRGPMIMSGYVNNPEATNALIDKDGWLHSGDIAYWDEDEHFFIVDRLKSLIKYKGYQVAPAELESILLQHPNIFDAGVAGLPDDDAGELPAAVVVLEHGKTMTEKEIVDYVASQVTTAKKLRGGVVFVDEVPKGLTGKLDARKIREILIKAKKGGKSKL
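Biochemical qHTS of compounds, final roughly 60 µM downward over six points, against 10 nM purified firefly luciferase using Km concentrations of substrates (10 uM D-luciferin, 10 uM ATP) in Tris acetate pH 7.5 buffer; luminescence output.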
Mito fusion yeast: qHTS Assay for Small Molecule Inhibitors of Mitochondrial Division or Activators of Mitochondrial Fusion | S. cerevisiae fusion-defective mutant growth rescue, CellTiterGlo 48 h | Potency, µM (highest dose often 46.1 µM), inactives show top-dose growth rescue (activation), usual class: activators | 320,000 compounds, 0.23% hits | AID 485298, 2010;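 note: potency is the fitted concentration of half-maximal effect; % of control where 0% means no effect; nearly all actives have a fitted effect of over 45% in size; temperature-sensitive fusion mutants such as fzo1-1 at 37 °C on non-fermentable ethanol glycerol medium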
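S. cerevisiae fusion-defective temperature-sensitive mutants (e.g. fzo1-1, mgm1-5) grown 48 h at 37C in YPEG (ethanol/glycerol non-fermentable) medium with 23 nl compound per well; growth rescue read as CellTiterGlo luminescence.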
RORgamma inh: qHTS for inhibitors of ROR gamma transcriptional activity | Nuclear receptor ROR-gamma (Mus musculus), P51450 | Drosophila S2 Gal4-RORgamma UAS-luciferase reporter, 20 h | Potency, µM (doses to about 53.6 µM), for inactives: top-dose activity change, negative = inhibition, hits mostly inhibitors | 310,000 compounds, 5.4% hits; note: potency is the fitted concentration of half-maximal effect; % is set by controls: 0 for no effect and ±100 for the full control effect; nearly all actives have a fitted effect of over 60% in size
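Drosophila S2 cells stably expressing Gal4-DBD/mouse RORγ fusion under metallothionein promoter plus UAS-luciferase; compound 1 h, then 700 uM CuSO4 induction for 20 h at ambient temperature; inhibition read as reduced luminescence.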
NPC1 prom act: qHTS Assay for NPC1 Promoter Activators; Huh7 NPC1 promoter luciferase reporter, 24 h; Potency, µM (highest dose often 9.22 µM), for the others: at the highest dose activation, actives largely listed as activators; 320,000 compounds, 2.4% hits;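 note: potency is the fitted concentration of half-maximal effect; % of control where 0% means no effect; nearly all actives have a fitted effect of over 60% in size; reporter is driven by a mutant NPC1 promoter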
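Compounds in DMSO were transferred onto Huh7 NPC1-luciferase reporter cells pre-incubated 2 h; after 24 h at 37 °C, Amplite reagent was dispensed and luminescence recorded 10 min later.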
MBNL1-CUG inh: qHTS Assay for Inhibitors of MBNL1-poly(CUG) RNA binding. TR-FRET MBNL1-His/biotin-(CUG)12 binding, 665/545 ratio. Potency, µM (doses to about 57.5 µM), for the others: top-dose activity change, negative = inhibition, usual class: inhibitors. 280,000 compounds, 0.036% hits. Muscleblind-like protein 1 (Homo sapiens), Q9NR56. AID 2675, 2010; active = well fitted inhibition curve with a large enough effect in the signal ratio, with a control signal flat, not every such curve was filed as active; inconclusive = small, poorly fitted or top-dose-only effect, or effect the other way, or a change in a side signal; inactive = no such curve, though single readings can be large or run the other way; the % refers to the signal ratio; note: potency is the fitted concentration of half-maximal effect; % is set by controls: 0 for no effect and ±100 for the full control effect
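TR-FRET between His-tagged MBNL1 and biotin-(CUG)12 RNA, detected with Tb anti-His antibody (0.055 ng/ul) and streptavidin-XL665 (5 nM), 60 min at room temperature. Compounds titrated 92 nM to 58 uM; 665/545 nm ratio normalized to buffer and complex controls.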
* marks the source's active call; other numbers are inactive results; & = joins results of further samples; [ ] = remark or other dose. Unless noted, calls come from the whole dose curve; as a rule, active = well fitted curve in the direction sought with a large enough effect; inconclusive = small, poorly fitted or top-dose-only effect, or another doubt; inactive = no such curve, though single readings can be large; an effect the other way counts as inactive or inconclusive.

For Cc1cccc(C)c1NC(=O)C1C2C=CC(C2)C1C(=O)NCc1ccccn1 (stereo unspecified) the results were KCNH2 3.1 inh 1.9, ELG1 DNA repair -6.6%, Menin MLL FP TR -2.2%, VP16 counter 0.7%, Rab9 promoter act -12.7%, PKM2 act 5.1%, FLuc counter 7.5%, Mito fusion yeast -0.4%, RORgamma inh 6.5%, NPC1 prom act -0.9% and MBNL1-CUG inh -5.8%.
`CC(C)CCNC(=O)COC(=O)c1cc(Br)c(Br)s1` gave KCNH2 3.1 inh 8.4, ELG1 DNA repair -1.7%, Menin MLL FP TR 47.9%[activator], VP16 counter -9.5%, Rab9 promoter act 1.2%, PKM2 act 5.8%, FLuc counter 3.8%, Mito fusion yeast -4.4%, RORgamma inh -18.1%, NPC1 prom act -0.4% and MBNL1-CUG inh 23.3%.
O=C(NCCCc1ccccc1)c1cccs1 was read as KCNH2 3.1 inh -2.4, ELG1 DNA repair inconclusive, VP16 counter inconclusive, Rab9 promoter act 26.0%, PKM2 act 1.2%, FLuc counter inconclusive, Mito fusion yeast 0.4%, RORgamma inh 4.0%, NPC1 prom act inconclusive and MBNL1-CUG inh -7.4%.
For O=C(NCc1cccs1)NC1CCCCC1 the results were KCNH2 3.1 inh 0.6, ELG1 DNA repair inconclusive, Menin MLL FP TR 18.0%, VP16 counter 3.8%, Rab9 promoter act 7.3%, PKM2 act 0.0%, FLuc counter -16.4%, Mito fusion yeast 4.1%, RORgamma inh inconclusive, NPC1 prom act 19.8% and MBNL1-CUG inh -5.1%.
Screening N#Cc1ncc(Cc2ccccc2)nc1C#N returned KCNH2 3.1 inh -15.2, ELG1 DNA repair -5.5%, Menin MLL FP TR 0.4%, VP16 counter 14.1µM*, Rab9 promoter act -4.2%, PKM2 act -15.8%, FLuc counter -2.1%, Mito fusion yeast -7.5%, RORgamma inh 18.6%[1.91 µM], NPC1 prom act -1.9% and MBNL1-CUG inh inconclusive.
For CCOCCCNC(=O)Cn1ncc2c(=O)oc3ccccc3c21 the results were KCNH2 3.1 inh -1.0, ELG1 DNA repair 17.6%, Menin MLL FP TR 0.1%, VP16 counter -7.5%, Rab9 promoter act 1.1%, PKM2 act -0.3%, FLuc counter 1.3%, Mito fusion yeast -6.0%, RORgamma inh -23.1%, NPC1 prom act -1.5% and MBNL1-CUG inh -2.2%.
For O=[N+]([O-])c1ccccc1Oc1ccc(Cl)c2cccnc12 the results were KCNH2 3.1 inh -14.4, ELG1 DNA repair 12.9%, Menin MLL FP TR 6.0%, VP16 counter 8.0%, Rab9 promoter act -0.5%, PKM2 act 18.2%, FLuc counter -4.6%, Mito fusion yeast 1.6%, RORgamma inh inconclusive and NPC1 prom act -4.9%.
COc1cccc(OCC(O)CN2CCC(C)CC2)c1 (stereo unspecified) was read as KCNH2 3.1 inh -14.6, ELG1 DNA repair -12.0%, Menin MLL FP TR -1.3%, VP16 counter -5.6%, Rab9 promoter act -0.8%, PKM2 act -4.4%, FLuc counter 2.3%, Mito fusion yeast 9.6%, RORgamma inh 4.9%, NPC1 prom act 0.3% and MBNL1-CUG inh 2.3%.
For CCN(CC)C(=O)CSc1nc(N)c(-c2ccccc2)c(=O)[nH]1 the results were KCNH2 3.1 inh -6.4, ELG1 DNA repair -2.8%, Menin MLL FP TR -12.8%, VP16 counter 4.0%, Rab9 promoter act -5.1%, PKM2 act -3.2%, FLuc counter -1.6%, Mito fusion yeast -6.2%, RORgamma inh 6.0%, NPC1 prom act -1.5% and MBNL1-CUG inh -10.1%.
For CCCCCCSc1cc(-c2nc3cc(C)ccn3c2NC2CCCCC2)ccc1OC the results were KCNH2 3.1 inh -10.8, ELG1 DNA repair inconclusive, Rab9 promoter act -9.9%, FLuc counter -1.6%, Mito fusion yeast 6.0% and NPC1 prom act -4.6%.
COc1ccc(N2CCN(C(CNC(=O)C(=O)NCCC3=CCCCC3)c3ccco3)CC2)cc1 (stereo unspecified) was read as KCNH2 3.1 inh -2.7, ELG1 DNA repair 7.3%, Menin MLL FP TR -7.1%, VP16 counter -12.3%, Rab9 promoter act -6.5%, PKM2 act 4.1%, FLuc counter 2.2%, Mito fusion yeast -0.4%, RORgamma inh 2.8% and NPC1 prom act -7.9%.
For C=CCn1c(SCC(=O)N(CCC)C2CCS(=O)(=O)C2)nnc1-c1ccccc1OC (stereo unspecified) the results were KCNH2 3.1 inh -1.2, ELG1 DNA repair 15.7%, Rab9 promoter act -4.0%, FLuc counter 3.5%, Mito fusion yeast 5.3% and NPC1 prom act 1.6%.
For Cn1c(SCC(=O)NC2CCCC2)nnc1-c1ccco1 the results were KCNH2 3.1 inh -4.4, ELG1 DNA repair 18.3%, Menin MLL FP TR 3.4%, VP16 counter 0.9%, Rab9 promoter act 0.7%, PKM2 act 0.2%, FLuc counter 2.9%, Mito fusion yeast 2.3%, RORgamma inh inconclusive, NPC1 prom act -1.4% and MBNL1-CUG inh -6.5%.
Screening CN(C)C(=O)c1cn(CCC#N)nc1-c1ccc2ccccc2c1 returned KCNH2 3.1 inh 20.2, ELG1 DNA repair 1.0%, Menin MLL FP TR -1.1%, VP16 counter 4.3%, Rab9 promoter act -3.5%, PKM2 act -0.7%, FLuc counter -4.8%, Mito fusion yeast 0.7%, RORgamma inh -1.1%, NPC1 prom act -3.4% and MBNL1-CUG inh 14.8%.
For CN(C)c1cccc(Oc2nc3c(c(=O)n(C)c(=O)n3C)n2C)c1 the results were KCNH2 3.1 inh -2.5, ELG1 DNA repair 9.7%, Menin MLL FP TR 11.4%, VP16 counter 0.4%, Rab9 promoter act 3.1%, PKM2 act -1.6%, FLuc counter 1.5%, Mito fusion yeast -4.0%, RORgamma inh inconclusive, NPC1 prom act 2.3% and MBNL1-CUG inh -2.3%.
Screening COc1ccc(CC(=O)NC(C)C2COc3ccccc3O2)cc1OC (stereo unspecified) returned KCNH2 3.1 inh 4.9, ELG1 DNA repair -9.1%, Menin MLL FP TR 12.6%, VP16 counter 5.9%, Rab9 promoter act -4.5%, PKM2 act -20.8%, FLuc counter -1.0%, Mito fusion yeast 2.4%, RORgamma inh 13.7%, NPC1 prom act -1.0% and MBNL1-CUG inh 18.2%.
Screening Cc1cc(OCc2nc3ccccc3s2)ccc1N returned KCNH2 3.1 inh 3.7, ELG1 DNA repair inconclusive, VP16 counter -23.6%, Rab9 promoter act 0.562µM*, PKM2 act -1.7%, FLuc counter 1.51µM*, Mito fusion yeast 0.5%, RORgamma inh -35.6%, NPC1 prom act 1µM* and MBNL1-CUG inh -0.9%.
Screening COC(=O)c1[nH]c2ccc(C)cc2c1NC(=O)CCN1CCN(Cc2ccc3c(c2)OCO3)CC1 returned KCNH2 3.1 inh -34.7, ELG1 DNA repair inconclusive, Menin MLL FP TR -7.8%, VP16 counter inconclusive, Rab9 promoter act -8.4%, PKM2 act -2.9%, FLuc counter -0.1%, Mito fusion yeast -0.6%, RORgamma inh 20.6%, NPC1 prom act -3.3% and MBNL1-CUG inh 9.9%.
`O=S(=O)(Nc1ncccn1)c1ccc(NC(=S)NCc2ccco2)cc1` gave KCNH2 3.1 inh 14.3, ELG1 DNA repair 0.0%, Menin MLL FP TR -3.9%, VP16 counter 1.7%, Rab9 promoter act -3.0%, PKM2 act -9.7%, FLuc counter -8.1%, Mito fusion yeast -8.6%, RORgamma inh -13.3%, NPC1 prom act 0.1% and MBNL1-CUG inh -22.8%.
Cc1ccc(CNC(=O)CCc2cn(C)c3ccccc23)cc1 was read as KCNH2 3.1 inh 9.3, ELG1 DNA repair 1.3%, Menin MLL FP TR -3.2%, VP16 counter -0.4%, Rab9 promoter act -1.8%, FLuc counter 0.1%&-14.0%, Mito fusion yeast 6.0%, RORgamma inh 1.1%, NPC1 prom act -4.8% and MBNL1-CUG inh 3.0%.

The list is partial, so the mix of outcomes need not match the whole.
